# HIV RNase H inh: inhibitors of HIV-1 reverse transcriptase RNase H; P04585; RT-RNase H RNA/DNA duplex cleavage, fluorescence; inhibition, % at 10 µM; 65,000 compounds, 1.9% hits; in the data active = inhibition above about 50%
# RmlCD inh mix: RmlC/RmlD inhibition, mixture screen | RmlC/RmlD coupled enzyme inhibition, 384-well mixture HTS | inhibition, % at 5.5 µM | 110,000 compounds, 0.39% hits | AID 1532; in the data active = inhibition above about 30%, passing the limit was not always enough; note: strong numbers were not always called active
# An asterisk follows results filed as active; · = not tested or not shown. A portion of the library. The share of hits here may be higher or lower than overall.
# Preview (three entries):
# The line under a structure holds: HIV RNase H inh | RmlCD inh mix
> O=C(NCc1ccc(F)cc1)C1CCC(=O)N1C1CCCCC1 (configuration not stated)
  -11 | -9
> CNS(=O)(=O)c1ccc(NC(=O)C(CCSC)NC(N)=O)cc1 (configuration not stated)
  -17 | -6
> CC1(C)N(O)C2CCCCC2N1O (configuration not stated)
  -7 | -20

# The listing, repeating the preview:
# The line under a structure holds: HIV RNase H inh | RmlCD inh mix
> O=C(NCc1ccc(F)cc1)C1CCC(=O)N1C1CCCCC1 (configuration not stated)
  -11 | -9
> CNS(=O)(=O)c1ccc(NC(=O)C(CCSC)NC(N)=O)cc1 (configuration not stated)
  -17 | -6
> CC1(C)N(O)C2CCCCC2N1O (configuration not stated)
  -7 | -20
> COc1ccc(C2CC(c3ccc(OC)cc3)n3nc(N)nc3N2)cc1 (configuration not stated)
  -4 | -7
> COC(=O)c1cn(C(=O)c2cccs2)c2ccccc12
  -21 | 9
> O=C(Nc1ccccc1)NC1CCN(CCCN2C(=O)c3ccccc3C2=O)CC1
  7 | 6
> CC(C)C(NC(=O)c1ccc(S(=O)(=O)N2CCOCC2)cc1)c1nc2ccccc2[nH]1 (configuration not stated)
  -1 | 1
> CCCCN(CCCC)CCCNC(=O)C1CC(c2ccc(C(F)(F)F)cc2)=NO1 (configuration not stated)
  · | 10
> N#CC1=C(N)Oc2cc(N)ccc2C1c1ccc(F)cc1 (configuration not stated)
  · | 10
> Cc1nc(NCCO)c(C#N)c2c1COC(C)(C)C2
  9 | 19
> CCN(CC)C(=O)c1ccc(NS(=O)(=O)c2ccccc2)cc1
  1 | 8
> COCCNC(=O)CN1CCOc2ccccc21
  -7 | 3
> CC(=O)Nc1ccccc1NC(=O)CC(C)(C)C
  -4 | -7
> CCOC(=O)c1ccc(Nc2nnc3nc(C)cc(C)n23)cc1
  -4 | 5
> O=P(NS(=O)(=O)c1ccc(Cl)cc1)(Oc1ccccc1)Oc1ccccc1
  · | -8
> CCCN1Cc2cccc(C(=O)NCc3ccc4c(c3)OCO4)c2C1=O
  -44 | 26
> CCC(CC)C(=O)Nc1cccc(C(=O)Nc2ccc(S(=O)(=O)Nc3ccc(C)cc3)cc2)c1
  · | 10
> Cc1nn(Cc2ccc(Cl)cc2Cl)c(C)c1NC(=O)c1sc2ccccc2c1Cl
  · | 3
> CCOC(=O)c1c(C)oc2c1c1c(c3ccccc32)OCN(Cc2cccnc2)C1
  17 | 4
> CC(Oc1ccc(Cl)cc1Cl)C(=O)NCCCn1ccnc1 (configuration not stated)
  2 | -13
> Cc1ccc(-c2nnn(CC(=O)N(c3ccc(F)cc3)C(C(=O)NC3CCCC3)c3ccco3)n2)o1 (configuration not stated)
  25 | 16
> O=C1Nc2ccccc2C1=Nc1ccc(-c2nnc3n2CCCCC3)cc1
  -8 | -1
> COc1nc(-c2ccc3c(c2)OCO3)n(-c2ccc(NC(=O)CSc3ccccc3)cc2)n1
  · | -16
> CC(C)OC(=O)C1C(=O)CC(C)(O)C(C(=O)OC(C)C)C1c1cccc(O)c1 (configuration not stated)
  -7 | ·
> O=C(Nc1cccc2ccccc12)C12CC3CC(C1)CC(n1cnc([N+](=O)[O-])n1)(C3)C2
  · | 9
> COc1ccc(C(C#N)Nc2ccccc2OC)cc1 (configuration not stated)
  -11 | 6
> [O-][n+]1onc2c1CCC1N(O)CCC21O (configuration not stated)
  -17 | 8
> CCN(CC)CCOC(=O)c1ccc(N=Cc2c(O)[nH]c(=O)[nH]c2=O)cc1
  · | 9
> O=C(COC(=O)c1ccccn1)Nc1ncc(C(F)(F)F)cc1Cl
  -10 | 4
> CCCCn1c(NCCN(C)C)nc2c1c(=O)[nH]c(=O)n2C
  4 | -8
> CCS(=O)(=O)NCCc1cc2cc(C)c(C)cc2[nH]c1=O
  -10 | -7
> Cc1cc2cc(CN(Cc3ccco3)C(=O)NCc3ccccc3)c(=O)[nH]c2cc1C
  19 | -6
> COCCNC(=O)Nc1ccc2nc(-c3cccs3)c(-c3cccs3)nc2c1
  · | -4
> O=C(Cn1cnc2ccccc2c1=O)NCC(=O)N1CCN(c2ccccn2)CC1
  -16 | 11
> COc1ccc(/C=C/C(=O)OC(C)CN2CCOCC2)cc1 (configuration not stated)
  · | 9
> O=C(CN(C(=O)C1CSC(=O)C1)c1ccccc1F)NCc1ccc2c(c1)OCO2 (configuration not stated)
  7 | 3
> CCCCN(CC)S(=O)(=O)c1ccc2c(c1)CCCN2C(C)=O
  -14 | 1
> Cc1ccc(/C(N)=N/OC(=O)Cc2cccs2)cc1
  · | 18
> COc1ccc(/C=C/c2ccccc2)cc1[C@H]1[C@@H]2C=CCC[C@@]2(C)C(=O)N1Cc1ccccc1
  · | -8
> O=C(COc1ccc(S(=O)(=O)NC2CCCCC2)cc1Cl)N1CCN(c2ccccc2)CC1
  · | -44
> CC(C)C[C@@H]1NC(=O)[C@H](CO)NC(=O)c2cc([N+](=O)[O-])cc(I)c2OCC[C@@H](C(N)=O)NC1=O
  · | -16
> O=C(CCCC1=NS(=O)(=O)c2ccccc2N1)N1CCN(c2ccccc2)CC1
  -8 | 62
> Cc1cccc(C)c1N/C=C/c1onc(C)c1[N+](=O)[O-]
  · | 6
> Cc1ccccc1-n1c(Cn2c(=O)sc3ccccc32)nnc1SCC(=O)N1CCOCC1
  -15 | 5
> N#C/C(=C(/O)CN1CCN(c2ccccc2F)CC1)c1nc(-c2ccccc2)cs1
  · | -59
> c1ccc(C2OC3c4cccc5cccc(c45)C3N2c2ccccc2)cc1 (configuration not stated)
  · | 5
> C/C=C/c1ccccc1OCc1ccc(C(=O)O)o1
  -5 | 10
> c1ccc(Cc2nnc3sc(Nc4ccccc4)nn23)cc1
  14 | 13
> CCC(C)NC(=O)CCNS(=O)(=O)c1ccc(Br)cc1 (configuration not stated)
  0 | 8
> CC(=O)C1=C(O)C(=O)N(c2ccc(C(=O)O)cc2)C1c1ccccc1 (configuration not stated)
  -2 | -2
> CC(=O)c1ccc(NC(=O)C2CCC(C)NC2=O)cc1 (configuration not stated)
  5 | 3
> NC(=O)C1CCCN(Cc2ccc(Cl)cc2)C1 (configuration not stated)
  -7 | -34
> CC1CCN(C(=S)c2ccc(O)cc2)CC1
  · | -16
> O=S(=O)(Nc1nc2ccc(S(=O)(=O)N3CCCCC3)cc2s1)c1ccccc1
  · | 3
> O=C(O)CCC(=O)NC1CCCCC1NC(=O)CCC(=O)O (configuration not stated)
  1 | ·
> O=C(CCS(=O)(=O)c1cccc2nonc12)N1CCOCC1
  -10 | 144
> Cc1ccc(NS(=O)(=O)c2ccc(NC(=O)c3ccc(Br)o3)cc2)c(C)c1
  -2 | -10
> CCOc1ccc(NC(=O)CSc2nnc(-c3ccccc3Cl)n2Cc2ccco2)cc1
  -2 | 8
> COc1ccc(Cn2c(=O)[nH]c3cc(C(=O)N4CCN(Cc5ccccc5)CC4)ccc3c2=O)cc1
  -60 | 5
> Cc1ccc(NC(=O)c2ccccc2CCc2ccccc2)c(C)c1
  · | -17

# One compound at a time, as listed above:
# Record of `c1ccc(Cc2nnc3sc(Nc4ccccc4)nn23)cc1` → HIV RNase H inh = 14; RmlCD inh mix = 13
# Record of `C/C=C/c1ccccc1OCc1ccc(C(=O)O)o1` → HIV RNase H inh = -5; RmlCD inh mix = 10
# Record of `CCCCN(CC)S(=O)(=O)c1ccc2c(c1)CCCN2C(C)=O` → HIV RNase H inh = -14; RmlCD inh mix = 1

# Compounds shown so far containing bromine (two):
# The line under a structure holds: HIV RNase H inh | RmlCD inh mix
> CCC(C)NC(=O)CCNS(=O)(=O)c1ccc(Br)cc1 (configuration not stated)
  0 | 8
> Cc1ccc(NS(=O)(=O)c2ccc(NC(=O)c3ccc(Br)o3)cc2)c(C)c1
  -2 | -10

# (further entries)
# The line under a structure holds: HIV RNase H inh | RmlCD inh mix
> CCC(C)c1ccc(OCCN2CCCC2)cc1 (configuration not stated)
  · | -11
> O=[N+]([O-])c1ccc(N2N=C(c3ccco3)CC2c2ccccc2)cc1 (configuration not stated)
  · | -3
> Cc1ccc(Nc2nc(N3CCOCC3)c3ccccc3n2)cc1
  -15 | 13
> CSC1=NCCN1C(=O)c1cccs1
  -11 | -10
> CC(=O)C1=C(O)C(=O)N(Cc2cccnc2)C1c1ccc(Cl)cc1Cl (configuration not stated)
  -4 | -4
> Cc1ccc(C(=O)NC2CCCc3ccccc32)o1 (configuration not stated)
  -6 | 5
> CCOc1ccc(OCC)c(NC(=O)CCn2cccc2)c1
  -3 | -7
> COCCN1C(=O)C(=O)/C(=C(/O)c2cccc(OC)c2)C1c1ccncc1 (configuration not stated)
  -3 | 10
> CCn1c(SCC(=O)Nc2cc(C)on2)nnc1-c1cccs1
  -5 | -11
> CCCN(CCC)[C@@H]1CCc2cccc(O)c2C1
  · | 1
> C=C[C@@H]1C[C@@]1(C)[C@@H](NP(=O)(c1ccccc1)c1ccccc1)c1ccccc1
  · | -33
> C=C1C(=O)C=C2CN(C(=O)c3ccccc3)[C@@](Cc3ccc(F)cc3)(C(=O)OC)[C@@H]12
  · | -12
> CC1CCN(CCCNC(=O)C2CC(=O)N(C3CCCCCC3)C2)CC1 (configuration not stated)
  -20 | -6
> CCCCc1c(C)c(C#N)c2nc3ccccc3n2c1Nc1c(C)n(C)n(-c2ccccc2)c1=O
  · | -13
> CS(=O)(=O)N1CCC(C(=O)NCc2ccncc2)CC1
  -16 | ·
> CC(C)Nc1c(N)c(=O)oc2ccccc12
  -14 | -10
> Cc1ccc(-c2nn3c(C)nnc3c3ccccc23)cc1S(=O)(=O)NCc1ccccc1
  · | -6
> COc1cc(OC)c(N2CC34C=CC(O3)C(C(=O)O)C4C2=O)cc1Cl (configuration not stated)
  -15 | -15
> COc1ccc(NC(=O)CN2c3cccc4cccc(c34)S2(=O)=O)c(OC)c1
  · | 12
> Cc1ccc(/C=C(/C#N)C(=O)NC(=O)Oc2ccccc2)cc1
  · | -27
> Cc1ccc2c(CC(=O)NCc3ccc4c(c3)OCO4)coc2c1
  -19 | -6
> CCCOc1ccccc1C1SCC(=O)Nc2c1c(=O)[nH]n2C(C)CCC (configuration not stated)
  -1 | 4
> Fc1ccccc1CSc1nnc(-c2cccs2)o1
  -77 | -10
> CNc1c([N+](=O)[O-])ncn1C
  · | 10
> C=CCOc1ccc(/C(O)=C2/C(=O)C(=O)N(CCCN3CCOCC3)C2c2ccc(OC)cc2)cc1 (configuration not stated)
  0 | -7
> CCOC(=O)c1[nH]c2ccc(F)cc2c1N=C(C)N(CC)CC
  -2 | -13
> CCOc1ccccc1N1CCN(CC(=O)Nc2nnc(CC)s2)CC1
  -15 | -9
> COc1cc(O)c(C(CCN2CCCCC2)c2ccc(N(C)C)cc2)c(OC)c1 (configuration not stated)
  · | 9
> O=C(NCc1ccc2c(c1)OCO2)C1CCCN(S(=O)(=O)c2cccc3nonc23)C1 (configuration not stated)
  -3 | 1
> O=C(CSc1nnc(CNc2ccccc2)o1)N1CCN(C(=O)c2ccco2)CC1
  -7 | -4
> O=C(Nc1cnc2sc3c(n2c1=O)CCCC3)c1ccc(F)cc1
  -3 | -6
> CCC(C(=O)NC1CCCC1)n1c(SCc2cccc(C)c2)nc2ccncc21 (configuration not stated)
  · | -3
> Cc1cc(C)n(-c2nnc(C)n2/N=C/c2cc(Br)ccc2OCc2ccccc2)n1
  -79 | 4
> CC(=O)C1=NN(c2ccccc2)C(c2cccs2)N1c1ccc(N(C)C)cc1 (configuration not stated)
  · | 8
> COC(=O)C1=C(C)NC(=O)CC1c1cc(Br)ccc1F (configuration not stated)
  -43 | -14
> CC(C)Sc1oc(-c2ccco2)nc1S(=O)(=O)c1ccccc1
  · | 4
> COc1ccc(S(=O)(=O)N(Cc2nc3ccccc3c(=O)[nH]2)C2CCCC2)cc1
  -7 | 4
> CCCCN1C(=O)C(NC(C)=O)c2ccccc21 (configuration not stated)
  -8 | -25
> Cc1ccc(S(=O)(=O)c2nc(NC3CCS(=O)(=O)C3)sc2Cl)cc1 (configuration not stated)
  -42 | -7
> CC(C)N(C(=O)CSc1nc2ccccc2n1-c1ccccc1)C(C)C
  · | -4
> CCC1(C)Cc2c(sc3nn[nH]c(=O)c23)CO1 (configuration not stated)
  · | 17
> CCCOc1ccccc1-c1nc2c([nH]1)c(=O)[nH]c(=O)n2C
  -42 | -7
> COc1cccc(OC)c1C(=O)Nc1c(C)n(C)n(-c2ccccc2)c1=O
  -3 | -4
> O=C(CN1CCN(c2ccccc2F)CC1)c1ccc2c(c1)OCO2
  -11 | 10
> CC(C)CCn1c(SCCN2CCOCC2)nc2c1c(=O)[nH]c(=O)n2C
  -4 | -7
> CCN1CCN(C(=S)c2ccc(SC)cc2)CC1
  · | -5
> Cc1ccc(NC(=O)c2cccs2)cc1NC(=O)c1ccco1
  4 | 10
> CCCC1=C(C(=O)OCC)C(c2ccccc2OC)NC(=O)N1 (configuration not stated)
  -14 | 18
> CC(C)(C)c1ccc(S(=O)(=O)NCC(=O)N2CCN(C(=O)c3ccco3)CC2)cc1
  0 | 7
> O=C(CN1CCN(c2ccc(Cl)cc2)CC1)Nc1ccc(F)c(F)c1
  2 | 4
> OC(CN1C2=NCCCN2c2ccccc21)c1ccc2c(c1)OCO2 (configuration not stated)
  -60 | 11
> CCOC(=O)c1[nH]c(C)c(C(=O)OCC(=O)NC(=O)NC(C)(C)C)c1C
  4 | -13
> CCOc1ccc(NC(=O)c2c(N)n(C)c(=O)[nH]c2=O)cc1
  · | 4
> COc1ccc(C)cc1S(=O)(=O)N(C)CC(=O)NC1CC1
  · | -6
> Cc1cc(C)nc(SCc2nc3ncccn3c2Br)n1
  · | 8
> Cc1ccc(NC(=O)CCC(=O)NNC(=O)c2cccs2)c(C)c1
  · | 4
> Cc1ccc(N(C)C(=O)N2CCN(S(=O)(=O)c3ccc(C)c(C)c3)CC2)cc1
  · | 1
> CSc1nc(Sc2cccc(Cl)c2)c2ccccc2n1
  · | -8
> CC(C)COc1ccc(C(=O)N/C(=C\c2cccc([N+](=O)[O-])c2)C(=O)OC(C)C)cc1
  · | -8
> CCc1c(C)sc(NC(=O)C2CCCO2)c1C#N (configuration not stated)
  · | -3

# Source: PubChem (several laboratories)
